ADAM17 inh = ADAM17 inhibitors, primary screen, biochemical, QFRET. Disintegrin and metalloproteinase domain-containing protein 17 (Homo sapiens), P78536. recombinant ADAM17, EDANS/DABCYL FRET peptide cleavage. inhibition, % at 6.95 µM. hit rate 0.83% among 370,000. AID 720648, 2013;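 active means inhibition above the mean of compounds lying between control limits plus 3 SD, set per campaign, cut at about 8.5% in these data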;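 further: 0% = DMSO-only wells as the low control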
proKLK7 act = proKLK7 zymogen activators, primary screen, biochemical, fluorescence intensity | activation, % at 7 µM | purified proKLK7, EDANS-DABCYL substrate fluorescence; 100% is mature enzyme control, 0% vehicle | hit rate 0.9% among 370,000;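 active means activation above the mean of all tested compounds plus 3 SD, computed per campaign excluding outliers beyond control limits, cut at about 13% in these data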
PLC-beta3 inh = human PLC-beta3 inhibitors, primary screen, biochemical, fluorescence; AID 720704, 2013; Purified PLC-beta3, fluorogenic substrate; hit rate 0.18% among 370,000; inhibition, % at 12.2 µM; in the data active means inhibition above about 11%;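 further: 0% = median of compound wells on plate and 100% = full blocker control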
Target sequence (Q01970 whole entry, looked up): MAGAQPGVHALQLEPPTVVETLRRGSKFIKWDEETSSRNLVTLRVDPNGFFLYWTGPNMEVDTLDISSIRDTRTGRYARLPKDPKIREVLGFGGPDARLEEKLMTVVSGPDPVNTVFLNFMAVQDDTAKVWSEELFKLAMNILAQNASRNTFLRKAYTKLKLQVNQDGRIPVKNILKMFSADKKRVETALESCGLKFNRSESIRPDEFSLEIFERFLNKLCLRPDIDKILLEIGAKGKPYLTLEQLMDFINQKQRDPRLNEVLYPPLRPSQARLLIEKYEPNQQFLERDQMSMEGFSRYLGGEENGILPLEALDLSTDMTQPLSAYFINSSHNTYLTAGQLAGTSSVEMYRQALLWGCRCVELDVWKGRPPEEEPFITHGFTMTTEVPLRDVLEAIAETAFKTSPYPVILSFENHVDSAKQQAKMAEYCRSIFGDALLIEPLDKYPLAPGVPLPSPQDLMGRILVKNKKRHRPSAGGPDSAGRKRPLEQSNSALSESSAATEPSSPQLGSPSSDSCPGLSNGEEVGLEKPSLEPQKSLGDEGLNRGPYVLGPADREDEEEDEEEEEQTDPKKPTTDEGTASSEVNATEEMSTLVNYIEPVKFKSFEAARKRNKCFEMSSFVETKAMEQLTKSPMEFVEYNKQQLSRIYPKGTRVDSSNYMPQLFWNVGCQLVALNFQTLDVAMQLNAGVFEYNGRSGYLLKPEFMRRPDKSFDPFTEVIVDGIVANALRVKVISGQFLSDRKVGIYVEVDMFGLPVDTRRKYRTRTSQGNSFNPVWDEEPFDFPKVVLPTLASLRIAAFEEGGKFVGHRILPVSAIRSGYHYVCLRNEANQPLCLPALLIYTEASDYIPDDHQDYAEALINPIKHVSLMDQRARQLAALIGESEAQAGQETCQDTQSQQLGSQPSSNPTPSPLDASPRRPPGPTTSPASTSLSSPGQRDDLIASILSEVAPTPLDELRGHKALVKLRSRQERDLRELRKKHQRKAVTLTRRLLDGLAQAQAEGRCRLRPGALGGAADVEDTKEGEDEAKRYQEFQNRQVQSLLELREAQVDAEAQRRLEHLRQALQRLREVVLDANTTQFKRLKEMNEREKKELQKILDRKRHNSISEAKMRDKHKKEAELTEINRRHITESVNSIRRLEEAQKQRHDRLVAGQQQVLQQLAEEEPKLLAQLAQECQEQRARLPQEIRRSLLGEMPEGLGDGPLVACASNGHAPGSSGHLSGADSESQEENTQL
DDE Tn6 FP inh = inhibitors of Tn6 peptide binding to fibrin DD(E), primary screen, biochemical, fluorescence polarization, human fibrin, Tn6 probe | Fibrin DD(E) TRITC-Tn6 fluorescence polarization displacement | hit rate 0.21% among 370,000 | AID 720509, 2013 | inhibition, % at 8.3 µM;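 active means inhibition above a per-campaign cutoff: mean of compounds within control limits plus 3 SD, cut at about 15% in these data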;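 further: 0% = median of all compound wells on the plate and 100% = blocking peptide control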
PLC-gamma1 inh = PLC-gamma1 enzyme inhibitors, primary screen, biochemical, fluorescence, purified enzyme; 1-phosphatidylinositol 4,5-bisphosphate phosphodiesterase gamma-1 (Homo sapiens), P19174; fluorogenic substrate; inhibition, % at 12.2 µM; hit rate 0.84% among 370,000; in the data active means inhibition above about 9.5%
Tn7 DDE FP = inhibitors of Tn7 peptide binding to fibrin DD(E), primary screen, biochemical, fluorescence polarization, human fibrin, Tn7 probe. Fibrinogen beta chain (Homo sapiens), P02675. hit rate 0.13% among 370,000. AID 720508, 2013. inhibition, % at 8.3 µM. FP displacement of FITC-Tn7 peptide from fibrin DD(E); 0% = median of compound wells per plate;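 active means inhibition above the mean of compounds falling within the control limits plus 3 SD of them, cut at about 14% in these data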;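 further: 0% = plate median of compound wells and 100% = 10 µM Aha-Tn7 peptide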
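Assay system: human fibrin DD(E) protein / Input: 2 µM fibrin DD(E) / Benchmarks: high control of 10 µM Aha-Tn7 peptide / Measured by: fluorescence polarization of the labelled Tn7 tracer / Medium: Tris buffer with calcium and detergent, pH 7.8 / Timing: 10 min compound pre-incubation, 3 h probe incubation at room temperature / Repeats: one replicate per compound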
ASAP1 GAP inh = inhibitors of human ASAP1 ArfGAP activity, primary screen, biochemical, fluorescence polarization | Arf-GAP with SH3 domain, ANK repeat and PH domain-containing protein 1 (Homo sapiens), … | ASAP1-stimulated ARF1 GTP hydrolysis, GDP FP detection | inhibition, % at 16.5 µM | hit rate 0.19% among 360,000 | AID 624377, 2012; in the data active means inhibition above about 25%;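 further: 0% = vehicle with enzyme and substrate and 100% = no enzyme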
ARFGAP1 inh = inhibitors of rat ARFGAP1 GAP activity, primary screen, biochemical, fluorescence polarization, GDP tracer | ADP-ribosylation factor GTPase-activating protein 1 (Rattus norvegicus), Q62848 | Arfgap1-stimulated ARF1 GTP hydrolysis, GDP FP detection | inhibition, % at 16.5 µM | hit rate 0.26% among 360,000;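 active means inhibition above a per-plate limit, mean inhibition of low control wells plus 3 SD, cut at about 25% in these data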;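 further: 0% = DMSO wells with enzyme and 100% = wells lacking Arfgap1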
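Material: truncated rat Arfgap1 GAP domain; Incubation: compound-enzyme preincubation 20 min, reaction 120 min, detection 60 min, 25 °C; Read-out: percent inhibition of Arfgap1-stimulated GTP hydrolysis; Technique: FP, GDP Alexa 633 tracer displaced from anti-GDP antibody, 620/688 nm; Controls: No-Arfgap1 wells (100%) versus DMSO full-reaction wells (0%); Replication: single well per compound.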
MBD2 DNA inh = inhibitors of MBD2 binding to methylated DNA, primary screen, biochemical, TR-FRET, DNA-binding domain, human; inhibition, % at 4.4 µM; AID 686964, 2013; Methyl-CpG-binding domain protein 2 (Homo sapiens), Q9UBB5; hit rate 0.31% among 370,000; MBD2 binding to methylated oligonucleotide; in the data active means inhibition above about 13%
UHRF1 MBD2 ctr = UHRF1 methylated DNA binding inhibitors, primary screen, counter-screen for MBD2 inhibitor project, biochemical, TR-FRET, human UHRF1, single concentration. hit rate 0.75% among 370,000. inhibition, % at 4.4 µM. E3 ubiquitin-protein ligase UHRF1 (Homo sapiens), Q96T88. UHRF1 binding to methylated oligo. AID 687016, 2013; in the data active means inhibition above about 21%;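 further: UHRF1 SRA domain binding a hemimethylated CpG hairpin DNA probe; 0% = median of test compound wells and 100% = reference inhibitor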
* hit, by the source's call; i = inactive; . = no result given.

SMILES	ADAM17 inh	proKLK7 act	PLC-beta3 inh	DDE Tn6 FP inh	PLC-gamma1 inh	Tn7 DDE FP	ASAP1 GAP inh	ARFGAP1 inh	MBD2 DNA inh	UHRF1 MBD2 ctr
CCc1ccc(C2=NN(C(=O)OC)C(O)(C(F)(F)F)C2)cc1 (stereo unspecified)	2	-0.1	1	0	2	-1	5	-5	-4	-1
Cc1cc(O)c(C(C)C)cc1NC1=NS(=O)(=O)c2ccccc21	-2	0.4	5	-6	-1	-1	-6	7	8	3
CSc1ccccc1NC(=O)C1(C)CCN1C(=O)Cc1ccc(Cl)cc1Cl (stereo unspecified)	1	-0.2	-5	2	-1	0	-1	-9	0	1
Cc1cc(=O)c(C(=O)Nc2cccc(N3CCCC3=O)c2)nn1-c1ccccc1Cl	1	-0.4	-5	5	2	7	-1	-7	7	3
O=C(/C=C/c1cccs1)NC(=S)NNC(=O)Cc1cccs1	-1	-0.7	-44	0	-37	-5	-6	8	-5	-6
O=c1c2ccccc2c(-c2ccccc2)nn1-c1cc(Cl)ccc1[N+](=O)[O-]	4	0.2	1	1	3	0	9	1	0	0
CCOc1ccc(-c2noc([C@@H]3O[C@H](CO)[C@@H](O)[C@H]3O)n2)cc1	-4	0.2	2	-7	2	-4	-2	-2	0	2
COc1ccc(NC(=O)c2cc3ccccc3cc2OC)cc1OC	3	0.9	-20	10	-10	1	-8	12	-4	-1
O=C(CSc1ncnc2ccccc12)c1ccc2c(c1)OCCO2	-2	-0.1	-20	0	-21	-2	17	18	1	0
Cc1cc(C)n(C(=O)COc2ccccc2[N+](=O)[O-])n1	1	-0.1	-6	7	0	1	-10	16	0	4
CC(=C/c1ccco1)/C=N/NC(=O)Cc1cccn1C	-3	-0.1	-6	3	-4	0	8	-4	2	5
Cc1cc2nccc(-c3ccncc3)n2n1	-3	-0.5	-13	7	-1	-1	-6	-9	3	3
CCSc1nnc(NC(=O)C2CCCN(C(=O)c3ccc(Cl)cc3)C2)s1 (stereo unspecified)	-3	-0.1	0	5	0	4	-9	-11	2	-1
CN(Cc1ccncc1)C1CC(=O)N(c2ccc(F)cc2)C1=O (stereo unspecified)	3	0.2	1	5	4	2	-16	3	-5	-3
O=C(CSc1ncccn1)NCc1ccc(Cl)cc1	1	-0.4	2	8	1	2	-11	-11	2	-1
CC1Nc2ncnc(N3CCc4ccccc4C3)c2N(Cc2ccccc2)C1=O (stereo unspecified)	-2	0.9	-12	-5	-7	-5	0	15	-2	-6
COc1cc(/C=C/C(O)=C/C(=O)/C=C/c2ccc(O)cc2)ccc1O	0	0.2	-251	-12	-162	-11	8	3	3	-2
C#CCNC(=O)C[C@H]1C(=O)N(Cc2ccc(OC)cc2)C2=CCCCC[C@@]21C(=O)OC	-1	-0.2	0	-4	3	-5	.	.	0	-1
COc1ccccc1NC(=O)Cn1cncc1-c1ccc([N+](=O)[O-])cc1	0	0.4	-3	1	0	8	9	12	1	-2
CCc1cccc(NC(=O)C2CCCN(S(=O)(=O)c3cnc[nH]3)C2)c1 (stereo unspecified)	7	0.5	5	6	3	-7	11	5	-1	4

2 entries from above in another layout.
CC1Nc2ncnc(N3CCc4ccccc4C3)c2N(Cc2ccccc2)C1=O (stereo unspecified)
  ADAM17 inh = -2
  proKLK7 act = 0.9
  PLC-beta3 inh = -12
  DDE Tn6 FP inh = -5
  PLC-gamma1 inh = -7
  Tn7 DDE FP = -5
  ASAP1 GAP inh = 0
  ARFGAP1 inh = 15
  MBD2 DNA inh = -2
  UHRF1 MBD2 ctr = -6

C#CCNC(=O)C[C@H]1C(=O)N(Cc2ccc(OC)cc2)C2=CCCCC[C@@]21C(=O)OC
  ADAM17 inh = -1
  proKLK7 act = -0.2
  PLC-beta3 inh = 0
  DDE Tn6 FP inh = -4
  PLC-gamma1 inh = 3
  Tn7 DDE FP = -5
  ASAP1 GAP inh = .
  ARFGAP1 inh = .
  MBD2 DNA inh = 0
  UHRF1 MBD2 ctr = -1

(next part)
SMILES	ADAM17 inh	proKLK7 act	PLC-beta3 inh	DDE Tn6 FP inh	PLC-gamma1 inh	Tn7 DDE FP	ASAP1 GAP inh	ARFGAP1 inh	MBD2 DNA inh	UHRF1 MBD2 ctr
CCN1C(=O)/C(=C/C=C2/SCCN2C)SC1=S	-3	-0.1	-1	0	0	-14	2	-4	-5	-9
O=S(Cc1ccc(Cl)cc1)CC(O)(c1ccccc1)c1ccccc1 (stereo unspecified)	2	-0.4	6	3	5	4	3	14	-2	1
O=C(COC(=O)C1=COCCO1)NCc1ccc(Cl)cc1	-3	-0.3	-1	7	2	6	-1	-1	-1	1
CCCc1cc(C(=O)N2CCCC(Cc3cccc(Cl)c3)(C(=O)OCC)C2)n(C)n1 (stereo unspecified)	-2	-0.2	-9	-9	1	3	-9	6	3	6
CCOC1=C2CN(S(=O)(=O)c3ccc(C)cc3)[C@H](c3ccccc3)C[C@@H]2N(S(=O)(=O)c2ccccc2C)[C@H](c2ccccc2)C1	1	-0.8	0	5	0	-1	-9	5	3	-4
O=C1COc2ccc(C(=O)COC(=O)/C=C/c3ccc(Br)o3)cc2N1	0	-0.3	-20	3	-13	-4	-14	-2	19*	46*
CC(C)(C)c1ccc(C(=O)OCC(=O)N2CCC(c3ccccc3)=N2)cc1	-3	0.3	-7	-5	3	5	-12	-9	-2	1
COc1ccc(-c2cc(C(F)(F)F)n3ncc(C(=O)N(C)Cc4ccccc4)c3n2)cc1	-57	-18	i	10	i	2	0	-1	-1	-2
O=C1C2C3C=CC(O3)C2C(=O)N1Nc1ccccc1 (stereo unspecified)	-6	-0.2	1	-1	1	-4	3	-7	3	-1
CCOc1cccc(C(=O)NC(=S)Nc2ccccc2)c1	1	-0.1	5	-1	4	-5	2	7	0	3
CCCCOC(=O)C1=C(C)Nc2ncnn2C1c1ccc(OC)c(OC)c1 (stereo unspecified)	-1	0.4	1	2	-1	2	3	-5	4	6
O=C(O)c1ccc(Nc2nc(-c3ccccc3)cs2)cc1	1	0.4	-18	-3	-16	-3	3	-3	-9	0
Cc1ccc(S(=O)(=O)NNC(=O)Nc2ccc(Cl)c(Cl)c2)cc1	-4	0.1	-6	-8	1	2	7	8	2	0
OC(c1ccccc1)c1nc(-c2cnc3ccccc3c2)cs1 (stereo unspecified)	-10	-0.2	-11	-1	-12	16*	-14	6	-5	-3
Cc1cn(CC(=O)NCc2ccccn2)c(=O)[nH]c1=O	-2	-0.6	2	-6	2	-1	7	-1	-2	-1
Cc1ccc(SCc2nn(C)c(Cl)c2C=O)cc1	-2	0.0	4	-6	0	4	-7	-14	-3	0
CC1CCc2nc(/C(C#N)=C/c3ccncc3)sc2C1 (stereo unspecified)	-153	-18	-349	0	-316	-3	-3	5	5	6
COc1ccccc1OCCC(=O)OCCN1C(=O)c2ccccc2C1=O	-2	-0.1	2	-2	5	3	0	-1	0	5
Cc1ccc2cc(C(c3nnnn3CC3CCCO3)N3CCc4ccccc4C3)c(=O)[nH]c2c1 (stereo unspecified)	-12	-1.8	-49	2	-31	-15	13	16	1	-3
COc1ccc(OCCN2CCC(C(=O)NC(c3ccccn3)c3ccccc3OC)CC2)cc1 (stereo unspecified)	5	0.4	3	3	5	7	6	-10	-5	2
Cc1cccc(C(=O)N/N=C/c2ccoc2)c1	1	0.6	-2	-1	3	-1	8	5	-1	-4
O=C(CCN1C(=O)C2C3C=CC(C3)C2C1=O)NCCc1ccccc1 (stereo unspecified)	-2	-0.2	2	-6	-1	5	11	-1	4	11
COc1ccccc1C(=O)Nc1ccc(S(=O)(=O)NC2=NCCCCC2)cc1	-1	0.5	-4	5	6	3	-1	7	2	-1
Cc1onc(-c2ccccc2)c1CNC(=O)Nc1ccccc1	2	-0.2	-5	-1	5	1	6	-1	1	13
Cc1cc(C)c2c(ccc3ccccc32)n1	-11	0.8	-9	-2	-1	-4	7	-2	6	0
C[C@@H]1CN([C@@H](C)CO)C(=O)CCCn2nncc2CO[C@H]1CN(C)C(=O)c1ccc(N2CCN(C)CC2)cc1	-5	-0.6	-1	1	4	7	-8	-20	-3	18
O=C(NCc1cccnc1)Nc1cccc(C(F)(F)F)c1	2	0.0	-9	2	0	8	17	3	-4	-3
CCOC(=O)N1CCC(NC(=O)c2cc(S(=O)(=O)N3CCC4(CC3)OCCO4)ccc2F)CC1	-15	-0.5	-6	-14	-8	-2	-4	14	1	1
CCOc1ccc(CNS(=O)(=O)c2c(C)nc3scc(C)n3c2=O)cc1OC	0	-0.7	-8	1	-3	-1	13	-5	-3	-2
O=C(Nc1cccc2ccccc12)c1ccc(F)cc1	1	-0.4	0	7	-1	5	-4	-2	0	-4
CCCCC1(C)NC(=O)N(CC(=O)Nc2cc(S(=O)(=O)N3CCOCC3)ccc2Cl)C1=O (stereo unspecified)	-11	-0.2	-14	7	-4	5	-10	8	1	11
Cn1c(SCc2ccccc2)nc(N)c(N=O)c1=O	-8	0.8	-6	-5	-1	5	4	-4	-2	1
NC(=O)c1cc(-c2ccccc2)nc2ccc(Br)cc12	4	-0.3	0	-2	5	-3	-9	-5	0	-1
COc1ccc(-c2nnc(-c3cc4ccccc4oc3=O)o2)cc1	3	-0.7	-41	-6	-29	1	6	-4	2	2
CCCN(CC(=O)Nc1ccccc1C)C(=O)c1cccc(S(=O)(=O)N2CCN(c3ccccc3)CC2)c1	0	0.6	1	5	1	-5	10	-10	2	1
COc1ccc(N(CC(=O)N2CCN(c3ccccc3F)CC2)S(=O)(=O)c2c(C)n[nH]c2C)cc1	1	0.1	1	-6	1	3	1	7	3	0
COc1cc(SC)ccc1C(=O)Nc1ccc(Br)cn1	-3	0.0	-4	-2	-1	-1	-3	-7	-6	8
COc1cc(C#Cc2c(-c3ccccc3)n(C)c3ccccc23)cc(OC)c1	-148	-51	-402	4	-257	-3	9	-6	3	3
O=C(Cc1ccccn1)c1ccccc1	0	-0.3	-3	-7	0	-1	3	5	2	0
O=C(NCc1cccs1)Nc1cc(Cl)ccc1Cl	-4	-0.2	-6	2	-8	7	-3	-6	-5	-3
COc1ccc(C2(C(F)(F)F)NC(=O)N(C)C(=O)N2C)cc1 (stereo unspecified)	-2	-0.5	1	-6	1	-1	1	6	3	0
O=C(c1ccco1)n1nc(-c2ccco2)nc1SCc1ccccc1	-4	0.8	-2	7	0	10	-18	3	2	0
CCCn1nc2cc(C(=O)N(CC)c3ccc(OC)cc3)ccc2c1OCC	-171	-18	-415	2	-315	1	3	-7	-3	0
